# Screening results deposited in PubChem BioAssay by several laboratories.
# KCNK9 inh – inhibitors of human KCNK9 two-pore domain potassium channel | Q9NPC2 | HEK293 KCNK9, FluxOR thallium flux fluorescence; active compounds read low | B-score at 10 µM | 1.2% of 310,000 active | AID 488922;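 active means ratio B-score over 3 SD below the library mean, with starting fluorescence within 5 SD of its mean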;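 further: negative B-score means less thallium flux so channel inhibition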
# Target sequence (Q9NPC2 whole entry, looked up, the tested form may be a part): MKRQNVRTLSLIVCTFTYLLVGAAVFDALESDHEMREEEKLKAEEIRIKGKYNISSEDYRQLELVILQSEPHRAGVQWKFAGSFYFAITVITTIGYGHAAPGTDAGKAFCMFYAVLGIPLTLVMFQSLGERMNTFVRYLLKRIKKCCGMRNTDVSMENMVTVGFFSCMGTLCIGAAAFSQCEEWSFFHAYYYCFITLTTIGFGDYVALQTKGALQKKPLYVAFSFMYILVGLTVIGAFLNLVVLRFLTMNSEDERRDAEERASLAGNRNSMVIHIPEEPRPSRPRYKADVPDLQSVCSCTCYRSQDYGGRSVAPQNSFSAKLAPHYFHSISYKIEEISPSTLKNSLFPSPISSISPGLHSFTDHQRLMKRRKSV
# ANO1 block – inhibitors of mouse TMEM16A calcium-activated chloride channel; HEK293 TMEM16A/YFP iodide influx fluorescence, ionomycin; normalized B-score (activity score, 25-100; higher = stronger inhibition) at 10 µM; 1.2% of 310,000 active; AID 588511;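 active means ratio plate-corrected score three or more library SD toward inhibition, starting fluorescence score within five deviations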;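 further: score derived from kinetic fluorescence span divided by baseline fluorescence per well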
# TRPC4 agonist – activators of mouse TRPC4 channel; Q9QUQ5; HEK293 TRPC4beta/mu-opioid, Fluo4 calcium fluorescence; active compounds read high; B-score at 10 µM; 0.49% of 310,000 active;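 active means B-score above 5 SD of library B-scores, and initial fluorescence ratio not above library mean plus 5 SD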;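 further: positive B-score marks a calcium rise read as TRPC4 activation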
#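 Assay system: HEK293 stable line with TRPC4beta plus mu-opioid receptor; schedule: 45 min room-temperature Fluo4 loading, 110 s read; technique: kinetic Fluo4 calcium fluorescence; evaluation: integrated baseline-normalised fluorescence ratio, converted to per-well B score; controls: buffer (low) and maximal DAMGO (high)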
# Dyrk1A ADPGlo – blocks rat Dyrk1A kinase activity | inhibition, % at 12.5 µM | 0.43% of 310,000 active | Q63470 | ADP-Glo luminescence, NFATc1 peptide | AID 504441; in the data active means inhibition above about 50%;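 further: plate controls were vehicle with enzyme for no effect and no enzyme for full effect; many of its hits are not listed in these tables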
# TRPC4 PAM – allosterically enhances the mouse TRPC4 cation channel; Q9QUQ5; HEK293 TRPC4beta/mu-opioid, DAMGO EC20, Fluo-4 Ca2+ flux; active compounds read high; B-score at 10 µM; 0.42% of 310,000 active; AID 2227;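 active means B-score of calcium response area above 5 SD of library B-scores, with initial fluorescence ratio within 5 SD of library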;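 further: B-score of integrated fluorescence ratio over time as area under calcium response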
# KCNK3 block – human KCNK3 channel inhibition, primary screen; B-score at 10 µM; 0.84% of 340,000 active; AID 602410; O14649; CHO-KCNK3 thallium flux, FluxOR fluorescence; active compounds read low;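 active means B-score under library mean minus 4 SD, starting fluorescence ratio at most library mean plus 5 SD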;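 further: more negative B-score means stronger inhibition of thallium flux through KCNK3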
# KCNQ1 act – human KCNQ1 channel potentiation or activation | P51787 | B-score at 10 µM | AID 2648 | CHO-K1 KCNQ1, thallium flux FluxOR fluorescence; active compounds read high | 0.35% of 310,000 active;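 active means fluorescence ratio B-score, a plate-corrected score, at least three library SD, with initial intensity B-score within 5 SD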
#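 assay system = KCNQ1-transfected CHO-K1 cells | medium = assay buffer with matched DMSO | probe or stimulus = depolarizing K+/Tl+ stimulus, K2SO4 and Tl2SO4 each 12.5 mM in 5x stock | dosing = single dose | incubation = dye 90 min, compound 20 min, room temperature | detection = kinetic FluxOR fluorescence, 10 s baseline plus 110 s post-stimulus | evaluation = ratio B score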
# HDAC3 inhib – inhibitors of human histone deacetylase 3. inhibition, % at 8.3 µM. O15379. recombinant HDAC3, fluorogenic peptide/trypsin coupled, fluorescence. 0.15% of 320,000 active; in the data active means inhibition above about 26%, passing the limit was not always enough; inconclusive means no clear call, values can overlap the other calls
# Target sequence (O15379 whole entry, looked up): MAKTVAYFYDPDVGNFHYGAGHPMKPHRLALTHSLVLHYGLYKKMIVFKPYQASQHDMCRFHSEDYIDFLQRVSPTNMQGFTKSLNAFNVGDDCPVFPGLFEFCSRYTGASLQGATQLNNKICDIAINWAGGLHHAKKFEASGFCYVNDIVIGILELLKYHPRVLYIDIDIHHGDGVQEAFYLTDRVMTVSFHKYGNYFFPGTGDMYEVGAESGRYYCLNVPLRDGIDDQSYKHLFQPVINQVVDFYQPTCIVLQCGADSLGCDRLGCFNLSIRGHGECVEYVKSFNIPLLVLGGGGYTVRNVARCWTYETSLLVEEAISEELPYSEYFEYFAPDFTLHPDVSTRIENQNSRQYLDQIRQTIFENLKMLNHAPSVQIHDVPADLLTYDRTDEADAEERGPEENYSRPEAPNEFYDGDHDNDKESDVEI
# ANO1 activ – mouse TMEM16A channel activation, primary screen; 0.3% of 340,000 active; AID 623877; HEK293 TMEM16A/YFP-H148Q/I152L, iodide quench fluorescence; active compounds read low; B-score at 10 µM;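 active means fluorescence-ratio B-score plate-corrected deviation score at least 3 library SD below zero, with starting fluorescence score within 5 deviations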;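 further: channel opened by trigger with iodide after compound preincubation; score built on the fluorescence ratio of max minus min over baseline; more negative score means more quench and so TMEM16A activation or potentiation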
# KCNQ1 block – blocks the human KCNQ1 potassium channel. P51787. CHO-K1 KCNQ1, FluxOR thallium flux fluorescence; active compounds read high. B-score at 10 µM. 1.3% of 310,000 active;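 active means compounds whose thallium flux B-score, printed positive for inhibition, exceeds three library SD while starting fluorescence stays within three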;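 further: channel opened by potassium depolarization with thallium stimulus after 20 min compound exposure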
# hERG rescue – hERG (human) protection from proarrhythmic block. CHO-hERG, FluxOR thallium flux, dofetilide IC70 present. activation (rescue from dofetilide block), less the hit threshold, % at 10 µM. 0.51% of 310,000 active. AID 1511;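 active means activation above the mean of controls blocked by dofetilide plus 5 SD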;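 further: thallium influx through hERG after potassium depolarization seen as dye fluorescence rise; in these data hits start at about 4.7%; inactives centre near -7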
# * = called active by the depositor; i = inactive; u = inconclusive; x = not tested or not shown. This is a subset; count on the stated rates, not on these rows.
SMILES,KCNK9 inh,ANO1 block,TRPC4 agonist,Dyrk1A ADPGlo,TRPC4 PAM,KCNK3 block,KCNQ1 act,HDAC3 inhib,ANO1 activ,KCNQ1 block,hERG rescue
Cc1cc[n+]2c3c(cccc13)CCC2,i,i,i,-4.4,i,i,i,-15.7,i,i,-14.0
Cc1cc(NC(=O)Nc2cccc(Cl)c2)n(-c2ccccc2)n1,i,i,i,-5.2,i,i,i,2.7,i,i,-8.2
COCCOc1ccc(C(F)(F)F)cc1NC(=O)COC(=O)c1cc([N+](=O)[O-])ccc1N1CCOCC1,i,i,i,0.8,i,i,i,u,i,i,-0.4
C/C(=N/NC(=O)CNC(=O)Cc1ccccc1)c1ccco1,i,i,i,2.1,i,i,i,0.1,i,i,-2.1
CCn1c(O)c(N=NC(=O)c2cccs2)c2ccccc21,i,i,i,x,i,i,i,6.0,i,i,-5.2
Cc1ccc(S(=O)(=O)N2CCN(C(=O)C3CCN(C(=O)c4ccc(F)cc4)CC3)CC2)c(C)c1,i,i,i,3.0,i,i,i,-0.8,i,i,-11.5
COC(=O)c1ccc(OC)c(-c2c(OC)cc(OC)cc2OC)c1,i,i,i,-11.3,i,i,i,4.4,i,i,-7.7
O=C(CSc1nn(-c2ccc(F)cc2)c(=S)s1)NC(=O)NCc1ccco1,i,i,i,-5.8,i,i,i,-0.2,i,i,-7.0
Clc1ccc(SCCCCN2CCOCC2)cc1,i,i,i,6.1,i,i,i,-5.8,i,i,-5.5
COc1cccc(NC(=O)COC(=O)Cc2ccccc2[N+](=O)[O-])c1,i,i,i,1.1,i,i,i,1.0,i,i,-16.8
Cc1ccccc1C(=O)NC(CC(C)C)C(=O)Nc1ccc(S(N)(=O)=O)cc1 (configuration not stated),i,i,i,x,i,i,i,0.5,i,i,4.2
c1ccc2[nH]c(N3CCOCC3)nc2c1,i,i,i,-5.2,i,i,i,-8.8,i,i,-3.3
O=C(CN1C(=O)COc2ccccc21)N(CCCN1CCOCC1)CC1CC=CCC1 (configuration not stated),i,i,i,5.3,i,i,i,-0.2,i,i,-6.4
Cc1nc2ccccc2c(=O)n1-c1ccc(F)c(NS(=O)(=O)c2ccccc2F)c1,i,i,i,-3.2,i,i,i,2.0,i,i,-11.1
COc1ccc(/C=C/CN2CCC(Oc3ccc(C(=O)N4CCCCC4)cc3)CC2)cc1,i,i,i,-3.2,i,i,i,2.6,i,i,-14.6
COc1ccc(C)cc1S(=O)(=O)N1CCC(C(=O)N2CCN(C)CC2)CC1,i,i,i,-6.6,i,i,i,-5.3,i,i,-2.9
COc1cc(NC(=O)COC(=O)/C=C/c2c(C)nn(C3CCS(=O)(=O)C3)c2Cl)cc(OC)c1OC (configuration not stated),i,i,i,6.8,i,i,i,5.3,i,i,-5.5
Cc1ccc(C(NC(=O)Nc2ccccn2)C(Cl)(Cl)Cl)cc1F (configuration not stated),i,i,i,-1.9,i,i,i,0.7,i,i,-3.5
COc1ccc2c(=O)c(C(=O)O)c(-c3ccc4c(c3)OCO4)n(C)c2c1,i,i,i,-0.6,i,i,i,-2.4,i,i,-8.2
Cc1csc(NC(=O)c2ccc(C)c([N+](=O)[O-])c2)n1,i,i,i,7.5,i,i,i,-4.5,i,i,-6.2
CCNC(=S)NCc1ccc(OC)c(OC)c1,i,i,i,-5.6,i,i,i,-4.7,i,i,-8.4
CC1Sc2ccc(S(=O)(=O)CCC(=O)N3CCCC3)cc2NC1=O (configuration not stated),i,i,i,-0.4,i,i,i,3.4,i,i,-7.3
CC(C)CC(O)(c1ccccc1)C(CN1CCOCC1)c1ccccc1 (configuration not stated),i,i,i,x,i,i,i,2.4,i,i,-5.7
O=C(Cn1nc(-c2ccccc2)nc1-c1ccccc1)OC1CCCCC1,i,100*,i,2.0,i,-10.1*,i,2.6,i,i,-10.2
CC(=O)Nc1nnc(SCC(=O)NC2CC2)s1,i,i,i,-3.5,i,i,i,2.9,i,i,-8.7

# Remaining list, next part
SMILES,KCNK9 inh,ANO1 block,TRPC4 agonist,Dyrk1A ADPGlo,TRPC4 PAM,KCNK3 block,KCNQ1 act,HDAC3 inhib,ANO1 activ,KCNQ1 block,hERG rescue
Cc1ccccc1-c1nc2c3ccccc3nc(=S)n2[nH]1,i,i,i,2.9,i,i,i,u,i,i,-2.7
Cc1nn(-c2ccccc2)nc1CNS(C)(=O)=O,i,i,i,x,i,i,i,0.7,i,i,-7.2
CCOCCN1CCN(C2c3ccccc3CSc3ccccc32)CC1 (configuration not stated),i,i,i,-1.1,i,i,i,-2.2,i,i,-2.6
CCN(CC(=O)Nc1ccccc1C(F)(F)F)C(=O)CSCc1c(C)noc1C,i,i,i,-0.1,i,i,i,5.4,i,i,-10.2
COc1ccc(NC(=O)C2CCN(Cc3cnn(-c4ccccc4)c3-n3cccc3)CC2)cc1OC,i,i,i,-0.9,i,i,i,2.3,i,i,-4.8
CCSCCOC(=O)C1=C(C)NC(=O)NC1c1ccccc1 (configuration not stated),i,i,i,0.7,i,i,i,-1.5,i,i,-11.2
O=C(NC(=S)Nc1cccc2ncccc12)c1ccco1,i,i,i,7.3,i,i,i,-5.9,i,i,-7.8
O=C1CCC(C(=O)Nc2ccc(Cl)cc2)N1 (configuration not stated),i,i,i,-1.1,i,i,i,-0.1,i,i,-5.6
COc1nc(N(C)C)nc(-n2nnc(C(C)=O)c2C)n1,i,i,i,-3.9,i,i,i,1.8,i,i,-8.0
Cc1ccc(S(=O)(=O)Nc2cc(C(=O)N3CCOCC3)ccc2N2CCCCC2)cc1,i,i,i,13.2,i,i,i,0.7,i,i,-4.9
COC(=O)c1ccccc1NC(=O)CN(C)S(=O)(=O)c1ccc(OC)c(C)c1,i,i,i,5.5,i,i,i,10.1,i,i,-10.4
Cc1cc(NC(=O)CSc2n[nH]c(=O)[nH]c2=O)ccc1Br,i,i,i,-0.4,i,i,i,1.0,i,i,-11.9
COc1ccc(OCCCC(=O)OC(C)C(=O)Nc2cccc(C(C)=O)c2)cc1 (configuration not stated),i,i,i,-1.9,i,i,i,-5.6,i,i,-9.6
Cc1nn(CC(=O)NNC(=S)Nc2ccccc2)c(C)c1[N+](=O)[O-],i,i,i,-5.1,i,i,i,4.7,i,i,-9.3
COc1ccc(CN(CCC#N)C(=S)NC(=O)c2ccccc2)cc1,i,i,i,-5.2,i,i,i,1.1,i,i,-1.4
O=C(NCCC1=CCCCC1)C1CCN(C(=O)c2ccc(Cl)cc2)CC1,i,i,i,-20.4,i,i,i,2.1,i,i,-4.1
O=C(CCc1nc2sc3c(c2c(=O)[nH]1)CCCC3)N1CCN(c2ccccc2)CC1,i,i,i,13.4,i,i,i,0.8,i,i,-5.0
COC(CNS(=O)(=O)c1cc2c3c(c1)CCN3C(=O)CC2)OC,i,i,i,-2.8,i,i,i,-6.4,i,i,-5.5
COc1ccc(C2(C)NC(=O)N(CC(=O)NC3(C#N)CCCCC3)C2=O)cc1 (configuration not stated),i,i,i,x,i,i,i,0.5,i,i,-4.5
Cc1ccc(Cl)cc1NC(=S)N/N=C/c1cccc2ccccc12,i,i,i,1.8,i,i,11*,-0.3,i,i,8.5*
C#CCNc1nc(C(C)C)nc2c1nnn2Cc1ccccc1F,i,i,i,2.8,i,i,i,12.1,i,i,-5.8
CS(=O)(=O)N(CCc1ccccc1)CC(=O)Nc1ccc(OCc2ccccc2)cc1,i,i,i,3.3,i,i,i,18.2,-19.9*,i,0.0
Nc1ccc2nc3n(c(=O)c2c1)CCC3,i,i,i,6.0,i,i,i,-45.3,i,i,-1.0
CC(CC(=O)Nc1ccc(C(N)=O)cc1)c1ccccc1 (configuration not stated),i,i,i,1.7,i,i,i,1.8,i,i,-8.5
COC(=O)c1ccc2c(=O)n(CC3CCCO3)c(SCC(=O)Nc3ccccc3OC)nc2c1 (configuration not stated),i,i,i,5.9,i,i,i,3.7,i,i,-13.3

# Next part:
SMILES,KCNK9 inh,ANO1 block,TRPC4 agonist,Dyrk1A ADPGlo,TRPC4 PAM,KCNK3 block,KCNQ1 act,HDAC3 inhib,ANO1 activ,KCNQ1 block,hERG rescue
C#CCOCCOCCOCCNc1nc(N2CCOCC2)nc(N2CCN(C(=O)[C@H](Cc3ccc(O)cc3)n3cc([C@@H](N)CC(C)C)nn3)CC2)n1,i,i,i,-6.2,i,i,i,-5.0,i,i,-4.2
CCOc1ccc(CNC(=O)C2Cc3cc(S(=O)(=O)N4CCCCC4)ccc3N2C(C)=O)cc1 (configuration not stated),i,i,i,-0.6,i,i,i,0.8,i,i,-9.4
Cc1cc(C(=O)CSc2nnc(C3COc4ccccc4O3)n2C)c(C)n1-c1ccc(F)cc1 (configuration not stated),i,i,i,5.5,i,i,i,2.4,i,i,-5.2
CC(Cc1ccccc1)NC(=O)c1cc([N+](=O)[O-])ccc1Cl (configuration not stated),i,i,i,1.9,i,i,i,-3.1,i,i,-6.7
CCN(CC)C(=O)CP(=O)(c1ccccc1)c1ccccc1,i,i,i,3.6,i,i,i,2.1,i,i,-5.8
Cn1c(C(C#N)C(=O)c2ccco2)nc2ccccc21 (configuration not stated),i,i,i,6.2,i,i,i,5.6,i,i,-6.4
FC(F)(F)c1cc(-c2ccco2)nc(NCc2cccnc2)n1,i,i,i,1.5,i,i,i,0.0,i,i,-8.7
O=C(NCc1cccc(F)c1)c1noc2c1CCCC2,i,i,i,-1.0,i,i,i,3.0,i,i,-9.6
COc1ccc(S(N)(=O)=O)cc1-c1nnc2c3ccccc3c(C)nn12,i,i,i,5.2,i,i,i,12.4,i,i,-8.4
O=C(CSc1nnc2ccccn12)NC(=O)Cc1ccccc1,i,i,i,-8.4,i,i,i,-11.7,i,i,-18.3
Cc1nccc(-c2ccc3c(c2)OCO3)n1,i,i,i,-5.5,i,i,i,-2.3,i,i,-9.9
CC(C)n1c(SCC(N)=O)nc2c1c(=O)[nH]c(=O)n2C,i,x,i,1.2,i,i,i,x,i,i,-0.1
Cn1ccnc1SCc1cccc([N+](=O)[O-])c1,i,i,i,-5.6,i,i,i,6.0,i,i,-6.9
CCOC(=O)c1c(NC(=O)CSc2nnc(CNc3ccc(C)cc3C)o2)sc(C)c1C,i,i,i,-2.5,i,i,i,-2.7,i,i,-7.2
Clc1ccc(Sc2cc(N3CCOCC3)nc(-c3ccccc3)n2)cc1,i,i,i,7.2,i,i,i,10.4,i,i,-4.0
CC(C)NC(=O)CN1CCN(C(=O)c2ccc3oc(CCCc4ccccc4)nc3c2)CC1,i,i,i,4.1,i,i,i,-7.1,i,i,-11.8
Clc1ccc(SCc2cn3ccsc3n2)cc1,i,i,i,0.7,i,i,i,0.4,i,i,-2.7
Cc1c(C(=O)N/N=C/c2cccnc2)sc(=S)n1C,i,i,i,5.2,i,i,i,12.1,i,i,-7.3
